Source: PubChem BioAssay (several laboratories)
ssDAF12 agonist = activators of S. stercoralis DAF-12 nuclear receptor. HEK293 ssDAF-12/GRIP1 lit1-tk-luc reporter, luminescence; % of 3 µM dafachronic acid response. activation, % at 6.8 µM. hit rate 1% among 370,000;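 active = activation above the mean over all tested compounds plus 3 SD, cut at about 0.9% in these data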;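 also: 0% = DMSO-only wells and 100% = 3 µM delta7-dafachronic acid wells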
PLCg1 inh = PLC-gamma1 (human) inhibition, primary screen. P19174. purified PLC-gamma1, fluorogenic substrate, fluorescence. inhibition, % at 12.2 µM. hit rate 0.84% among 370,000; in the data active = inhibition above about 9.5%
MBD2 DNA inh = MBD2-methylated oligo binding inhibition; inhibition, % at 4.4 µM; hit rate 0.31% among 370,000; TR-FRET, MBD2 binding to methylated oligonucleotide; Q9UBB5; in the data active = inhibition above about 13%
DAX1 inh-1 = blocks DAX1 repression of SF-1 activated StAR promoter | hit rate 1.1% among 370,000 | AID 652010 | inhibition, % at 6.8 µM | HEK293T StAR-luciferase reporter, SF-1/DAX-1 repression relief;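 active = inhibition above the mean over all tested compounds plus 3 SD, cut at about 3.6% in these data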;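 also: 0% = DAX-1 cells with DMSO and 100% = cells lacking DAX-1 with DMSO; higher inhibition means more luminescence from relief of DAX-1 repression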
hgDAF-12 ag = activates the H. glycines DAF-12 receptor ligand-binding domain | activation, % at 6.8 µM | AID 687014 | HEK293 GAL4-hgDAF12 UAS-luciferase reporter, agonist luminescence; normalized to butyrate control | hit rate 1.8% among 370,000;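 active = activation above a cutoff set at the mean of all screened compounds plus 3 SD, cut at about 10% in these data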;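 also: 0% = DMSO wells and 100% = sodium butyrate wells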
PLC-beta3 inh = PLC-beta3 (human) inhibition, primary screen; Q01970; Purified PLC-beta3, fluorogenic substrate, fluorescence; inhibition, % at 12.2 µM; hit rate 0.18% among 370,000; AID 720704; in the data active = inhibition above about 11%;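 also: 0% = median of compound wells on plate and 100% = full blocker control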
SMARCA2 act = SMARCA2 function activation, primary screen; activation, % at 9.1 µM; hit rate 1% among 370,000; MG213 cells, MMTV-luciferase reporter, dexamethasone, overnight; in the data active = activation above about 7.8%;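 also: 0% = vehicle wells and 100% = reference activator wells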
Rev-erbA mod = Rev-erb alpha (human) modulation | hit rate 0.79% among 370,000 | activity, % at 10 µM | AID 1259318 | P20393 | Rev-erbα–FITC-DNA binding, fluorescence polarization, 90 min;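 active = activity above about 14%, limit read from the data; passing the limit was not always enough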;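 also: 0% = DMSO wells with 35 nM protein and 100% = DMSO wells with 750 nM protein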
ADAM17 inh = inhibits human ADAM17. recombinant ADAM17, EDANS/DABCYL FRET peptide cleavage. hit rate 0.83% among 370,000. P78536. inhibition, % at 6.95 µM;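 active = inhibition above the mean of compounds lying between control limits plus 3 SD, set per campaign, cut at about 8.5% in these data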;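 also: 0% = DMSO-only wells as the low control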
Target sequence (P78536 215-824 limits assumed): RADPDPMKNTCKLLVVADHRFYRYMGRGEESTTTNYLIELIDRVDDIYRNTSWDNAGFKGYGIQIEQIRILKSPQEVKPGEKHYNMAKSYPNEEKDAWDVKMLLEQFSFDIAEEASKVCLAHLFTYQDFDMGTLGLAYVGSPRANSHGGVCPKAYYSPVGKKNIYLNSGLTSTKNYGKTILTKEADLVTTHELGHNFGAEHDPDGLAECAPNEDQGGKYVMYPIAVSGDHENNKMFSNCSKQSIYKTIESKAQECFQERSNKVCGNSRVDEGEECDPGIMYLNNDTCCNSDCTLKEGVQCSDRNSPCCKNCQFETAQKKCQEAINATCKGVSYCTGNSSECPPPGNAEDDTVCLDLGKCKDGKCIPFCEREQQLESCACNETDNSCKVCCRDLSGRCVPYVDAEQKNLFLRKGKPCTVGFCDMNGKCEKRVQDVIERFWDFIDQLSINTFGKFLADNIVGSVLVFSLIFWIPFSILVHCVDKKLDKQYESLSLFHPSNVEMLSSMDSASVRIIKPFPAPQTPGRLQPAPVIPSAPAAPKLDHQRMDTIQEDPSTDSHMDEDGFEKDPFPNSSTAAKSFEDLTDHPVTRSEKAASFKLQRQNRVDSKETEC
DAX1 inh-2 = NR0B1 (DAX1) inhibition. HEK293 Gal4-DAX1 luciferase reporter, luminescence. inhibition, % at 6.75 µM. hit rate 0.99% among 340,000. AID 504766;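 active = inhibition above the mean over all tested compounds plus 3 SD, cut at about 4.2% in these data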;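 also: 0% = DAX1-transfected cells with DMSO and 100% = empty-vector control cells with DMSO; inhibition shows as a rise in luminescence from relieved DAX1 repression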
Target sequence (P51843 207-470 limits assumed): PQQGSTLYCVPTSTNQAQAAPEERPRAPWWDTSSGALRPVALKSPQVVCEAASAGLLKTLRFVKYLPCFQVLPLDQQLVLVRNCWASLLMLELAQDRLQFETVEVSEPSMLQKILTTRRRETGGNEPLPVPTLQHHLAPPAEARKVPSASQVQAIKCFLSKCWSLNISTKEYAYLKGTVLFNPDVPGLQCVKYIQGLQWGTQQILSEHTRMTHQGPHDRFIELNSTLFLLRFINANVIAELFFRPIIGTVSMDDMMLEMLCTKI
hcDAF-12 act = activators of H. contortus DAF-12 nuclear receptor; hit rate 1.4% among 370,000; activation, % at 6.8 µM; HEK293 hcDAF-12 lit1-tk-luc reporter, luminescence; 0% DMSO, 100% Δ7-dafachronic acid;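 active = activation above the mean of all tested compounds plus 3 SD, cut at about 5.5% in these data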;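 also: 100% = response to 3 µM Δ7-dafachronic acid high control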
Active calls of the source: *; . = not tested or not shown.

SMILES | ssDAF12 agonist | PLCg1 inh | MBD2 DNA inh | DAX1 inh-1 | hgDAF-12 ag | PLC-beta3 inh | SMARCA2 act | Rev-erbA mod | ADAM17 inh | DAX1 inh-2 | hcDAF-12 act
Cc1nc2nc(SCC(=O)NCCCN3CCCCCC3)nn2c(C)c1Cc1ccccc1Cl | -0.8 | 1 | -2 | 0.0 | 1.1 | -9 | -1 | 1 | -2 | 0.9 | -0.6
O=C(C[C@H]1C/C=C\C[C@@H](Cc2ccc(F)cc2)C(=O)OC[C@H]2CCCN2C1=O)N[C@H](CO)Cc1ccccc1 | -1.4 | 1 | -1 | 0.4 | 0.0 | 4 | 0 | 3 | -1 | 0.2 | -0.9
Cc1ccnc(N2CCCC(C(=O)Nc3ccc(C)c(C)c3)C2)n1 (stereo not given) | -1.7 | 0 | 2 | 0.4 | -1.8 | -12 | -3 | 0 | -5 | -1.8 | -3.1
CC(=O)c1ccc(NC(=O)CSc2ccc(-c3ccco3)nn2)cc1 | -0.9 | -15 | 0 | -3.2 | 5.8 | -17 | -1 | -20 | -7 | 0.0 | -0.4
CCOC(=O)C1=C(C)NC2=C(C(=O)C(C(=O)OCC)C(c3ccc(OC)cc3)C2)C1c1ccccn1 (stereo not given) | -0.8 | -68 | -1 | 1.1 | 0.0 | -72 | 1 | 3 | -24 | 0.9 | -1.1
CC1=CC(=C(C#N)C#N)c2ccccc2N1C | -0.4 | -1 | -7 | -0.5 | 1.3 | -4 | 2 | 0 | -3 | -0.1 | -0.7
CC(=O)c1c(C)[nH]c(C(=O)COC(=O)Cc2ccccc2F)c1C | -1.1 | -9 | 1 | 0.5 | 2.0 | -10 | 3 | -4 | 1 | 0.9 | 0.9
CC1CCCCN1C/C=C/c1ccccc1[N+](=O)[O-] (stereo not given) | -1.7 | -1 | 3 | 0.9 | -0.3 | 4 | 1 | -1 | -2 | -1.1 | -1.1
COc1cccc(Nc2nnc(SCC(=O)N3CCOCC3)s2)c1 | 0.2 | 0 | 2 | 0.9 | 0.2 | 3 | 0 | -6 | -1 | 2.3 | -0.1
CCN(CC(=O)Nc1ccc2c(c1)OCCO2)CC(=O)Nc1ccc2c(c1)OCO2 | -1.6 | 4 | -2 | 0.3 | -0.4 | -1 | 0 | -3 | -14 | 0.3 | 1.4
Cc1cnc(NS(=O)(=O)c2ccccc2)c(Br)c1 | -1.2 | 0 | 2 | 0.1 | -0.7 | -10 | 0 | 2 | -1 | -0.5 | 0.9
O=C(CSc1cccc[n+]1[O-])Nc1ccc2c(c1)OCCO2 | -0.3 | -2 | 1 | -0.9 | 8.3 | 1 | -4 | 1 | -5 | -0.2 | -0.1
COc1ccc(S(=O)(=O)NCC(=O)N(CC(=O)NCC2CCCO2)Cc2ccccc2)cc1 (stereo not given) | -1.3 | -3 | 2 | -0.2 | -0.4 | -9 | -1 | 1 | -3 | 3.0 | -3.1
COc1ccc(C(=O)CC(=O)C(=O)Nc2ccc(C)cc2Cl)cc1 | -0.8 | -1 | 0 | -0.1 | -1.5 | -4 | 1 | 0 | -1 | -0.1 | -1.4
CNC(=O)CSc1ncnc2c1cnn2-c1ccccc1 | -0.8 | 1 | 0 | 0.1 | 3.2 | -6 | 3 | -3 | -3 | 0.2 | 7.4*
C=CCn1c(N2CCOCC2)nc2c1c(=O)[nH]c(=O)n2C | -1.0 | 3 | -1 | 0.1 | -0.7 | 0 | -1 | 0 | -1 | -0.1 | -0.4
Cc1cccc2nc(CSc3nc4[nH]ncc4c(=O)n3-c3ccccc3Cl)cc(=O)n12 | -1.3 | -19 | 4 | -0.5 | -1.7 | -22 | -3 | -6 | -1 | -1.1 | 1.1
O=C(COc1ccc2ccc(=O)oc2c1)NCCN1CCOCC1 | -0.3 | -8 | 2 | -0.9 | 1.7 | -9 | -2 | 13 | -26 | -0.2 | -0.2
O=C1CCC(C(=O)N(CCO)Cc2ccccc2)CN1CC1CCCCC1 (stereo not given) | -1.6 | 0 | 4 | -1.1 | -1.0 | -6 | 0 | -3 | 0 | 1.0 | 0.6
CO/N=C/c1ccc(Sc2ccc(C)cc2)c([N+](=O)[O-])c1 | -0.9 | 5 | -1 | -0.1 | -2.2 | 3 | -2 | 13 | 5 | 1.4 | -0.7
COC(=O)C(CC(C)C)NC(=O)c1cccs1 (stereo not given) | -1.8 | -1 | -3 | 0.4 | 1.8 | -6 | -5 | 6 | -5 | -0.7 | 0.5
O=C(CN1C(=O)C2CCCCC2C1=O)N1CCN(c2ccc(F)cc2)CC1 (stereo not given) | -0.9 | -2 | -1 | -0.2 | -0.4 | 2 | -2 | 0 | -1 | -0.6 | -0.3
Cc1ccccc1-c1cccc(CN2CCN(C)C(CCO)C2)c1 (stereo not given) | -1.3 | 4 | 0 | -0.1 | 0.7 | -4 | 5 | 1 | -3 | 4.6* | -0.5
COCCCN1C(=O)C(O)=C(C(=O)c2ccc(C)o2)C1c1cccc(Br)c1 (stereo not given) | -0.9 | -6 | -4 | -0.5 | -1.6 | -6 | -4 | 1 | 1 | -0.5 | -1.9
COC(=O)c1sccc1NC(=O)c1ccccc1 | -0.5 | -5 | 5 | -1.0 | -1.0 | -3 | 0 | 0 | -3 | 0.0 | 3.5

Record cards, from the list above.
CO/N=C/c1ccc(Sc2ccc(C)cc2)c([N+](=O)[O-])c1 across the screens: ssDAF12 agonist: -0.9; PLCg1 inh: 5; MBD2 DNA inh: -1; DAX1 inh-1: -0.1; hgDAF-12 ag: -2.2; PLC-beta3 inh: 3; SMARCA2 act: -2; Rev-erbA mod: 13; ADAM17 inh: 5; DAX1 inh-2: 1.4; hcDAF-12 act: -0.7
O=C(COc1ccc2ccc(=O)oc2c1)NCCN1CCOCC1 across the screens: ssDAF12 agonist: -0.3; PLCg1 inh: -8; MBD2 DNA inh: 2; DAX1 inh-1: -0.9; hgDAF-12 ag: 1.7; PLC-beta3 inh: -9; SMARCA2 act: -2; Rev-erbA mod: 13; ADAM17 inh: -26; DAX1 inh-2: -0.2; hcDAF-12 act: -0.2

More records follow:
SMILES | ssDAF12 agonist | PLCg1 inh | MBD2 DNA inh | DAX1 inh-1 | hgDAF-12 ag | PLC-beta3 inh | SMARCA2 act | Rev-erbA mod | ADAM17 inh | DAX1 inh-2 | hcDAF-12 act
CCNc1nc(NC(C)(C)C)nc(N2CCCC2)n1 | -1.0 | 1 | 3 | -1.3 | 0.9 | 1 | -1 | 0 | -1 | -1.2 | -0.7
COc1cccc(NC(=O)Nc2nnc(COCCO)s2)c1 | -1.2 | 4 | 9 | -0.2 | 4.1 | -3 | -3 | -5 | -8 | . | 1.2
CN(C)CCCN=Cc1c(O)n(Cc2ccccc2)c(=O)c2ccccc12 | -1.4 | -49 | 1 | -0.6 | -1.8 | -70 | 0 | 1 | -60 | -1.3 | -1.1
COc1ccc(NC(=S)NC(=O)c2cncc(Br)c2)c(OC)c1 | -0.6 | -3 | -3 | 0.6 | -2.0 | -1 | 1 | -4 | 1 | 0.5 | 1.6
COC(=O)c1ccc(NC(=O)C2CC2)o1 | -1.0 | 2 | 2 | -0.4 | -1.6 | -1 | 0 | -3 | -6 | -0.5 | -2.1
CCN(C(=O)c1cccnc1)c1ccccc1 | -1.0 | 1 | -2 | -0.4 | 0.0 | 2 | 0 | 2 | -4 | 1.4 | -1.2
CSc1cccc(NC(=O)CSc2ccc(Cl)cc2)c1 | -0.6 | 1 | -3 | 0.7 | 2.6 | 0 | -2 | 2 | 6 | 1.6 | -1.5
COc1ccc(-c2cc(C(=O)Nc3ccc(Cl)cc3Cl)c3ccccc3n2)cc1OC | -0.8 | -15 | 1 | -0.1 | 1.4 | -16 | -1 | 0 | -4 | -1.3 | 3.0
O=C(/C=C/c1ccc(Cl)cc1)N1CCOCC1 | -1.3 | 3 | -4 | 1.0 | 4.5 | -2 | 5 | -2 | -3 | 0.8 | 1.0
Nc1ccn(CC(=O)N[C@H](CO)Cc2c[nH]c3ccccc23)c(=O)n1 | -1.3 | 2 | -4 | -0.4 | 0.2 | 2 | 0 | -6 | -5 | 0.2 | 1.6
O=C(NC1CC1)c1ccc2c(c1)S(=O)(=O)c1cc(Cl)ccc1C2=O | -0.8 | 0 | 0 | 0.8 | 0.9 | 0 | 0 | 0 | -5 | . | -2.2
CCCCn1c(N)c(N(C)C(=O)c2c(C)nn(-c3ccccc3)c2C)c(=O)[nH]c1=O | -1.2 | 2 | 6 | -0.3 | -0.9 | -8 | -1 | 2 | -4 | 0.8 | 1.6
NNC(=O)c1cc2ccccc2[nH]1 | 0.6 | -12 | 1 | -2.3 | 4.0 | -26 | -1 | -1 | -19 | -0.9 | 1.9
Fc1cccc(/C=N/NC(=S)Nc2ccccc2Cl)c1 | -0.8 | 4 | -7 | 2.9 | 9.6 | 8 | 6 | 4 | 2 | 0.6 | 3.2
O=C([C@H](O)c1ccccc1)N1CCC[C@H]1CO | -0.8 | 2 | 1 | 1.2 | 2.1 | 3 | 0 | -3 | 2 | 1.7 | -0.1
CC(=O)c1c(C)oc2ccc(NS(=O)(=O)c3ccc(O)c(C(=O)O)c3)cc12 | -1.0 | 11* | 2 | 0.6 | 3.5 | 4 | -1 | -4 | 1 | 1.2 | -0.6
COc1ccc(S(=O)(=O)N2CCCCC2)cc1NS(=O)(=O)c1ccccc1 | -1.2 | 4 | 0 | -0.7 | 0.9 | -1 | -3 | 2 | -2 | -1.1 | -1.6
CN(Cc1ccccc1F)C(=O)C1CCC(CNS(=O)(=O)c2cccc3cccnc23)CC1 (stereo not given) | -1.3 | -2 | 11 | -1.6 | -4.0 | -5 | -8 | 6 | -1 | . | -3.5
Cc1cccc(NC(=O)CSCC(=O)N=c2sccn2C)c1 | -1.3 | 0 | 1 | 1.4 | 1.0 | 2 | 2 | -1 | 1 | 0.8 | -1.4
CCCC1(CC)C(=O)NC(=O)N=C1N (stereo not given) | -1.1 | 3 | -4 | -0.2 | -1.2 | 2 | 0 | 0 | 2 | 0.2 | -0.3
O=C(CSc1ccccc1C(=O)N1CCN(c2ccccc2)CC1)N1CCCC1 | -1.0 | -4 | 3 | 0.6 | 2.6 | -13 | -1 | 4 | -7 | 0.5 | -1.1
C/C=C/c1ccc(OCC(O)CNCC(c2ccc(OC)cc2)N(C)C)c(OC)c1 (stereo not given) | -1.5 | -1 | 3 | 0.0 | 3.3 | 1 | 0 | -4 | -1 | -0.3 | -0.4
COc1ccc(C(CC(=O)O)c2cc(OC)c(OC)c(OC)c2)cc1OC (stereo not given) | -0.7 | 0 | -2 | -0.7 | -2.3 | 6 | -3 | -8 | -4 | 0.6 | -0.5
COc1ccc(CN2CCCC(C(=O)N(C)Cc3ccccc3)C2)cc1OC (stereo not given) | -1.1 | 2 | 2 | -0.3 | 1.2 | 2 | 1 | 8 | -2 | -0.1 | -0.1
Cc1cccc(N=C2NC(=O)/C(=C/c3cccn3C)S2)c1 | -1.4 | -1 | -1 | 0.6 | 0.6 | -9 | 0 | 0 | -2 | 2.6 | 0.8
CCSc1nnc(NC(=O)C2CC(=O)N(Cc3ccc(C)cc3)C2)s1 (stereo not given) | -0.8 | 0 | 0 | 0.3 | -1.3 | -7 | -1 | -2 | -6 | 0.2 | -1.6
C=CCNC(=O)c1onc(CSc2cc(C)cc(C)c2)c1C(=O)NCC=C | -1.4 | 5 | -1 | -0.4 | -1.0 | 3 | -1 | -1 | 5 | -0.6 | -2.0
C/C(=N\NC(=O)COc1ccc(C)cc1C(C)C)c1ccc(-n2ccnc2)cc1 | -1.6 | -3 | 4 | 0.5 | 11* | -4 | -1 | -6 | -4 | -0.2 | -3.0
